PV pol inh – poliovirus RNA polymerase inhibition; % elongation, % (compound at 16.7 µg/mL); 150,000 compounds, 0.66% hits; P03300; poliovirus polymerase elongation, fluorescence polarization; stronger effect = lower value; in the data active = % elongation below about 90%; note: some results filed as inactive read as strong as hits
Target sequence (P03300 1749-2209 limits assumed): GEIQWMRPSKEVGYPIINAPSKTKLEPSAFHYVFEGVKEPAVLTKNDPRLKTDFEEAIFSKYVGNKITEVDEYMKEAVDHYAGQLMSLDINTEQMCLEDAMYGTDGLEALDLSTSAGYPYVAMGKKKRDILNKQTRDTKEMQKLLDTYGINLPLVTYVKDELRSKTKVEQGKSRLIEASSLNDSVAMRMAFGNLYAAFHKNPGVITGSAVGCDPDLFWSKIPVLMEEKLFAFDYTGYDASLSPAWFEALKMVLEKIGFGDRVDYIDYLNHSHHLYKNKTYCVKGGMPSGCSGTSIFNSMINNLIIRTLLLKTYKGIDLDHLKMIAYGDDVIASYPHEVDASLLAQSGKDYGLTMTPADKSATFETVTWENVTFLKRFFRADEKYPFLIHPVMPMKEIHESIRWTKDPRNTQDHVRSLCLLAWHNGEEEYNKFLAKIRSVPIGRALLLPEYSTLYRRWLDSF
PV pol inh FP z-score – further read-out of PV pol inh, marked with its call; z-score; measured here: FP z-score; hits read low
* = called active by the depositor; & = joins results of further samples. These rows are one share of the data (hit frequency here may not be typical).

SMILES	PV pol inh	PV pol inh FP z-score
CN(C)/C=C1/C(=O)N(c2ccc(Cl)cc2)C(=O)c2ccccc21	99	-0.1
CCC(C(=O)NCCc1ccccc1)n1nc(C)n2c(cc3sccc32)c1=O (configuration not stated)	107	0.4
CCc1cccc2c(-c3ccccc3)nc(SCC(=O)Nc3ccccc3)nc12	109	0.1
COc1ccc(CNC(=O)c2ccc3c(c2)CCN3S(=O)(=O)c2ccccc2)cc1	104	-0.5
CCCCC(=O)Nc1cc(-c2nc3ccccc3o2)ccc1OC	108	0.4
CCC(=O)c1ccc(OCC(=O)N2CCN(S(=O)(=O)c3cccc(C(F)(F)F)c3)CC2)cc1	99	-0.5
Nn1c(SC2CCOC2=O)nnc1-c1cccnc1 (configuration not stated)	106	0.5
N#C/C(=C\Nc1cccc(Cl)c1)c1nc2ccccc2[nH]1	102	0.3
Cc1cccc(C(=O)NCC(c2ccco2)S(=O)(=O)c2cccs2)c1 (configuration not stated)	98	-1.9
CCC(=O)N1CCc2cc(CNC(=O)Nc3cc(Cl)ccc3C(=O)OC)ccc21	101	-1.3
COc1ccc(Nc2ncc(C(=O)Nc3cc(Cl)c(OC)cc3OC)c3ccccc23)cc1	103	-0.4
Cc1ccc(C(=O)CSc2nnc(-c3ccc4c(=O)n5c(nc4c3)CCCCC5)o2)s1	108	0.7
COc1ccc(NC(=O)c2ccccc2N(C)S(C)(=O)=O)cc1	99	-0.8
O=C(N/C(=C\c1ccc2c(c1)OCO2)C(=O)N1CCOCC1)c1ccccc1Cl	100	-0.2
CCOC(=O)c1ccc(-c2ccc(-c3nc4ccc(S(N)(=O)=O)cc4[nH]3)o2)cc1	112	1
Cc1ccc(NC(=O)c2sc3ncn(Cc4cccc(F)c4)c(=O)c3c2C)c(Br)c1	104	0.1
Cc1ccc(OCC(=O)Nc2cc(-c3nn(C)c(=O)c4ccccc34)ccc2N2CCOCC2)cc1	102	0
N#Cc1ccc(OCC(=O)OCC(N)=O)cc1	104	0.2
Cn1c(-c2ccccc2)c(C(=O)COC(=O)[C@@H]2CCCN2C(=O)c2cccs2)c2ccccc21	108	0.5
CCCCN1COc2ccc(CCNC(=O)c3ccc(Cl)cc3)cc2C1	106	0.5
C=CCN1CCN(C(=O)c2cc(OC)c(OC)cc2OC)CC1	101	-0.5
C#CCNc1c2c(nc3nnnn13)CCCC2	103	0.5
COc1cc(OC)c(C(=O)N2CCN(c3ccccc3F)CC2)cc1OC	106	0.3
CC(C)OC(=O)C(N)c1ccccc1 (configuration not stated)	103	0.6
COc1ccccc1OCC(=O)Nc1oc(-c2ccccc2)c(-c2ccccc2)c1C#N	101	0.4
Cc1ccc(NC(=O)CCS(=O)(=O)c2ccc3nc(C)sc3c2)c(C)c1	110	0.6
COc1ccc(CN(C)S(=O)(=O)c2cn(C)c(=O)n(C)c2=O)cc1OC	100	0.1
Cc1ccc(CCNC(=O)C2CC(=O)N(CCc3ccccc3)C2)cc1 (configuration not stated)	114	0.7
COc1ccccc1CNC(=O)Cn1ncc2c3ccccc3n(Cc3ccccc3C)c2c1=O	106	-0.2
COc1ccccc1-n1c(CNC(=O)c2ccccc2)n[nH]c1=S	103	0.8
CC(C)CNc1oc(COc2ccccc2F)nc1C#N	102	0.7
O=C(NCc1ccc(Cl)cc1)c1cnc(N2CCOCC2)c2ccccc12	110	0.5
OC(COc1cccc2cccnc12)Cn1c2ccccc2c2ccccc21 (configuration not stated)	105	1
Cc1oc(-c2ccccc2Cl)nc1CSCC(=O)NC1CCCC1	102	0
CCC1CCCCN1C(=O)COC(=O)c1cncc(Br)c1 (configuration not stated)	102	0
CN(CC(=O)Nc1c(Cl)cccc1Cl)CC(=O)N1CCc2ccccc21	102	-0.1
COC(Cn1c(-c2ccc(Cl)cc2)n[nH]c1=S)OC	102	0.2
Cc1cc(N2CCCN(C)CC2)nc2cc(Cl)ccc12	99	-0.4
COc1ccc(CC2CCc3ncc(C)cc3C2)cc1 (configuration not stated)	102	-0.2
COc1ccc(NC(=O)N2CCN(S(=O)(=O)c3ccc4c(ccn4C)c3)CC2)cc1OC	107	0.2
CNC(=O)NC(=O)C(Sc1nnc(SC)s1)c1ccccc1 (configuration not stated)	99	-0.2
COc1ccc(-c2nnc3sc(CN4CCc5ccccc54)cn23)cc1	99	-1.3
COc1ccc(C(CNC(=O)c2oc3cc(C)c(C)cc3c2C)N2CCCCC2)cc1 (configuration not stated)	110	0.9
COc1ccc(-c2cnnn2-c2ccc(NC(=O)c3ccccc3OC)cc2)cc1	109	0.3
CC(C)CCOc1ccc(Cn2c(=O)oc3ccccc32)cc1	105	-0.4
Cc1ccc(Cl)cc1NC(=O)C(=O)NCC(c1cccnc1)N1CCc2ccccc21 (configuration not stated)	105	-0.9
C1CCN(CC2COC3(CCCCC3)O2)CC1 (configuration not stated)	102	0
COc1ccc(C(=O)Nc2ccccc2)cc1S(=O)(=O)N1CCN(c2ccccc2)CC1	100	-0.4
N#C/C(=C\Nc1ccc(OC(F)(F)F)cc1)C(=O)c1ccco1	102	0.1
COc1cc(NC(=O)CN2CCN(S(=O)(=O)c3ccc(Br)cc3)CC2)cc(OC)c1	114	1.5

More records.
SMILES	PV pol inh	PV pol inh FP z-score
Nc1cc2c(cc1C(O)(C(F)(F)F)C(F)(F)F)OCCO2	102	-0.1
OC1(C(F)(F)F)CC(/C=C/c2ccccc2)=NO1 (configuration not stated)	103	0.2
CCn1c(=O)cc(OCC(=O)NCCCN2CC(C)CC(C)C2)c2ccccc21 (configuration not stated)	101	0.1
COC(=O)c1cc(=O)c2cc(C)ccc2o1	103	0
CCC(=O)Nc1c(C(=O)OC)sc2ccccc12	100	-0.3
Cc1ccc(-c2nc3scc(CCNS(=O)(=O)c4ccc(Oc5ccccc5)cc4)n3n2)cc1	100	-1.5
Cc1ccccc1CSc1[nH]c(=O)ncc1C	102	0.1
CCc1ccc(CNC(=O)c2cc(-c3ccc(Br)s3)nc3ccccc23)cc1	106	0.1
CCOc1ccc(-c2cn3c(c2C)-c2cccn2CC3)cc1	158	5.7
Cc1ccc(NC(=O)NCCOCCn2c(=O)oc3ccccc32)cc1F	108	0.5
CC1(C)Cc2c(sc3ncn4nc(-c5ccco5)nc4c23)C(C)(C)N1	101	0
Cn1nnc2c(N3CCN(c4ccc(F)cc4)CC3)ncnc21	107	0
CCOC(=O)c1[nH]c(C)c(C(=O)OCCN2C(=O)c3ccccc3C2=O)c1C	93	-0.7
CN/C=C1\C(=O)C(C)(C)Oc2ccc3ccc(=O)oc3c21	102	0.1
COc1ccc(C(=O)OCC(=O)c2cc3c4c(c2)CC(=O)N4CCC3)cc1S(=O)(=O)N(C)C	105	0.6
CCCNc1nc(SCc2ccc(Cl)cc2)nnc1C	102	0
COC(=O)c1c(NC(=O)Cc2coc3cc(C)ccc23)sc2c1CCC2	113	-0.1
COCCN(CCOC)S(=O)(=O)c1ccc(C(=O)Nc2sc3c(c2C(N)=O)CCCC3)cc1	106	0.5
CCCN1C2=S=C(CSc3nc4ccccc4n3CCC)C(=O)N2c2ccccc21	100	-0.3
O=C(Cc1c(F)cccc1Cl)Nc1ccc2nc3n(c(=O)c2c1)CCCCC3	104	0.8
COc1ccc(CNC(=O)Cn2ncc3c4ccccc4n(Cc4cccc(Cl)c4)c3c2=O)cc1	159	5.5
C=CCNc1nc(-c2ccccc2)cs1	101	-0.1
COc1ccc(-c2cc(C(=O)N(C)c3cccc(C)c3)no2)cc1S(=O)(=O)N1CCC(C)CC1	101	0.1
Cc1ccc(-c2ccccc2)n1-c1ccc(O)cc1	103	0.3
COC(=O)C1CCN1C1CCCCC1 (configuration not stated)	103	0.2
O=C(NC1CCCCC1)C(Cc1ccccc1)N1C(=O)C2C3C=CC(C3)C2C1=O (configuration not stated)	99	-0.2
Cc1ccc(CNC(=O)Cn2c(=O)n(-c3ccc(C)cc3)c(=O)c3c2c2cc(C)ccc2n3C)cc1	106	-0.4
O=C(COc1ccccc1)NC(=S)Nc1ccc2[nH]c(=O)[nH]c2c1	104	0.7
Cc1cc(C)c2c(c1)CC(C)(C)/C(=N/NC(=O)CC#N)C2=O	103	0.5
CCn1cc(SCC(=O)Nc2nc3ccccc3s2)c2ccccc21	100	-0.1
Cc1cc(SCCN2CCOCC2)nc2ccccc12	101	0.1
CCOC(=O)CSc1nnc(-c2ccc(OC)cc2)o1	108	1.1
Cn1cnc2c(=O)oc3ccc(S(=O)(=O)N4CCN(c5cccc(C(F)(F)F)c5)CC4)cc3c21	103	-0.7
O=C(O)c1ccc(NS(=O)(=O)c2ccc(N3C(=O)CCC3=O)cc2)cc1	99	-0.3
Cc1c(C(=O)Nc2ccccc2)cnn1-c1ccc(F)cc1	106	0.2
N=C(N)SCC1CN=C(N)S1 (configuration not stated)	99	-0.5
CCCN(CCC)Cc1c(O)ccc2c(=O)c(-c3ccccc3)coc12	104	0.6
CCCCC/C=C\C/C=C\C/C=C\C/C=C\CCCC(=O)N[C@H](C)CO	100&103	-0.2&0.7
COc1cccc(-n2cc(C(=O)OCc3ccc(Cl)cc3)c3ccccc3c2=O)c1	103	-0.9
Cc1ccccc1NC(=O)c1oc2c(c1C)-c1nn(Cc3cccc(Cl)c3)cc1CC2	106	-0.1
CN(C(=O)/C=C\C(=O)O)C1CCS(=O)(=O)C1 (configuration not stated)	102	0
O=C1S/C(=C\c2ccco2)C(=O)N1c1ccccc1	103	0.3
Cc1nc(Cc2nnc(SCC(=O)N3c4ccccc4Sc4ccccc43)o2)cs1	106	0.6
Cc1ccc(Sc2ccc(CO)o2)cc1	100	-0.3
COc1ccccc1N(C)S(=O)(=O)c1ccc(Cl)c(C(=O)O)c1	97	-0.7
C=CCNC(=O)c1ccc(C)c(S(=O)(=O)N(CC)CC)c1	98	-0.6
CN(CC(=O)Nc1cc(S(C)(=O)=O)ccc1Cl)Cc1nc2ccccc2c(=O)[nH]1	108	0.6
CSc1nc(C)c(Oc2ccccc2)c(=O)n1C	101	-0.2
N#Cc1ccc(OCC(=O)N2CCCc3ccccc32)cc1	102	0.1
CCOC(=O)C1=C(N)Oc2c(c(=O)oc3ccccc23)C1c1ccccc1 (configuration not stated)	103	-0.2

20 entries from above, with two lines to a compound:
Every second line gives: PV pol inh, PV pol inh FP z-score
- O=C(COc1ccccc1)NC(=S)Nc1ccc2[nH]c(=O)[nH]c2c1
 : 104, 0.7
- Cc1cc(C)c2c(c1)CC(C)(C)/C(=N/NC(=O)CC#N)C2=O
 : 103, 0.5
- CCn1cc(SCC(=O)Nc2nc3ccccc3s2)c2ccccc21
 : 100, -0.1
- Cc1cc(SCCN2CCOCC2)nc2ccccc12
 : 101, 0.1
- CCOC(=O)CSc1nnc(-c2ccc(OC)cc2)o1
 : 108, 1.1
- Cn1cnc2c(=O)oc3ccc(S(=O)(=O)N4CCN(c5cccc(C(F)(F)F)c5)CC4)cc3c21
 : 103, -0.7
- O=C(O)c1ccc(NS(=O)(=O)c2ccc(N3C(=O)CCC3=O)cc2)cc1
 : 99, -0.3
- Cc1c(C(=O)Nc2ccccc2)cnn1-c1ccc(F)cc1
 : 106, 0.2
- N=C(N)SCC1CN=C(N)S1 (configuration not stated)
 : 99, -0.5
- CCCN(CCC)Cc1c(O)ccc2c(=O)c(-c3ccccc3)coc12
 : 104, 0.6
- CCCCC/C=C\C/C=C\C/C=C\C/C=C\CCCC(=O)N[C@H](C)CO
 : 100&103, -0.2&0.7
- COc1cccc(-n2cc(C(=O)OCc3ccc(Cl)cc3)c3ccccc3c2=O)c1
 : 103, -0.9
- Cc1ccccc1NC(=O)c1oc2c(c1C)-c1nn(Cc3cccc(Cl)c3)cc1CC2
 : 106, -0.1
- CN(C(=O)/C=C\C(=O)O)C1CCS(=O)(=O)C1 (configuration not stated)
 : 102, 0
- O=C1S/C(=C\c2ccco2)C(=O)N1c1ccccc1
 : 103, 0.3
- Cc1nc(Cc2nnc(SCC(=O)N3c4ccccc4Sc4ccccc43)o2)cs1
 : 106, 0.6
- Cc1ccc(Sc2ccc(CO)o2)cc1
 : 100, -0.3
- COc1ccccc1N(C)S(=O)(=O)c1ccc(Cl)c(C(=O)O)c1
 : 97, -0.7
- C=CCNC(=O)c1ccc(C)c(S(=O)(=O)N(CC)CC)c1
 : 98, -0.6
- CN(CC(=O)Nc1cc(S(C)(=O)=O)ccc1Cl)Cc1nc2ccccc2c(=O)[nH]1
 : 108, 0.6

Later entries
SMILES	PV pol inh	PV pol inh FP z-score
CCc1cnc2c(c1SCC(=O)NCc1ccc(C)cc1)c(=O)n(C)c(=O)n2C	100	-1.2
CCOC(=O)c1ccccc1NC(=O)Cn1cc(C(=O)c2cccc(OC)c2)c(=O)c2ccc(C)nc21	110	0.6
CCn1c(-c2ccc(Cl)cc2)csc1=Nc1ccc(O)cc1	101	0.1
COc1cccc(CNC(=O)Cn2nc(C)c3sc4ccccc4c3c2=O)c1OC	110	0.5
CCOc1ccc(-n2c(=O)c3sccc3n(CC(=O)Nc3cccc(C(F)(F)F)c3)c2=O)cc1	104	1.5
COC(=O)c1cn(NC(=O)CC2CCCCC2)c(=O)c2ccccc12	100	0.1
CNC(=O)N1c2ccccc2NC(=O)CC1C (configuration not stated)	102	0.2
Cc1cc(C)nc(SCC(=O)Nc2ccc(N3CCOCC3)cc2)n1	100	-0.2
CCC1CCCCN1C(=O)CSc1cccc[n+]1[O-] (configuration not stated)	100	-0.2
COc1ccc(C2=CSC3=C(C(=O)c4cccc(S(=O)(=O)N5CCOCC5)c4)CCN23)cc1	120	2.3
CCn1c(SC)nnc1C1CCCN(S(=O)(=O)c2ccc3c(c2)OCCO3)C1 (configuration not stated)	100	-0.5
CCN(Cc1ccccc1)S(=O)(=O)c1cc(Br)cc2c1N(C(=O)C1CC1)CC2	106	0.3
CCOC(=O)c1c(/N=C/N(C)C)sc(C(=O)OC)c1C	103	0.1
COC(=O)c1cc2occc2n1Cc1cn2ccccc2n1	99	-1.4
CC(C)CCNC(=O)c1ccc2c(=O)n3c(nc2c1)CCCCC3	105	0.9
CC(C)CC(=O)Nc1ccccc1NC(=O)CC(C)C	100	0
CCCC1CCC(=NN=C(N)N)CC1 (configuration not stated)	105	0.2
NC(=S)c1ccc(O)cc1	103	-0.1
CCN(CC)/C(C)=N/C(=S)Nc1ccccc1	95	-0.4
CN1/C(=C(\C#N)C(=O)CSc2nnc(-c3ccc(Cl)cc3)o2)Sc2ccccc21	108	0.7
CCOC(=O)C1CCN(Cn2c(=S)oc3ccc(S(=O)(=O)CC)cc32)CC1	105	0.2
CCOC(=O)CNC(=O)Cn1nc(N2CCN(c3ccccc3)CC2)ccc1=O	100	-1.4

Bioassay records (PubChem)
